High-throughput results from PubChem.
Mm-Cpn inhibitor: Inhibitors of TCP-1 ring complex (TRiC) of Methanococcus maripaludis (MmCpn): qHTS. Chaperonin Mm-Cpn (Methanococcus maripaludis). purified Mm-Cpn ATPase, ADP Transcreener TR-FRET. Potency, µM (doses to about 76.9 µM), without a hit: top-dose activity, negative = inhibition, actives largely listed as inhibitors. 330,000 tested, 0.031% active; note: potency is the fitted concentration of half-maximal effect; % is set by controls: 0 for no effect and ±100 for the full control effect; nearly all actives have a fitted effect of over 80% in size
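Inhibition of chaperonin ATP hydrolysis is measured as reduced ADP production, detected by competitive TR-FRET in which signal falls with ADP. Final enzyme 25 nM and ATP 10 uM, reacted 30 min at 37°C.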
EPAC2 ag: qHTS for Agonist of cAMP-regulated guanine nucleotide exchange factor 4 (EPAC2): primary screen; Potency, µM (highest dose often 154 µM), for the others: at the highest dose activation, hits mostly activators; EPAC2 activation, biochemical qHTS; response scale: 100% = 6.5 mM cAMP response; 360,000 tested, 0.079% active; note: potency is the fitted concentration of half-maximal effect; nearly all actives have a fitted effect of over 50% in size
Target sequence (Q8WZA2 whole entry, looked up): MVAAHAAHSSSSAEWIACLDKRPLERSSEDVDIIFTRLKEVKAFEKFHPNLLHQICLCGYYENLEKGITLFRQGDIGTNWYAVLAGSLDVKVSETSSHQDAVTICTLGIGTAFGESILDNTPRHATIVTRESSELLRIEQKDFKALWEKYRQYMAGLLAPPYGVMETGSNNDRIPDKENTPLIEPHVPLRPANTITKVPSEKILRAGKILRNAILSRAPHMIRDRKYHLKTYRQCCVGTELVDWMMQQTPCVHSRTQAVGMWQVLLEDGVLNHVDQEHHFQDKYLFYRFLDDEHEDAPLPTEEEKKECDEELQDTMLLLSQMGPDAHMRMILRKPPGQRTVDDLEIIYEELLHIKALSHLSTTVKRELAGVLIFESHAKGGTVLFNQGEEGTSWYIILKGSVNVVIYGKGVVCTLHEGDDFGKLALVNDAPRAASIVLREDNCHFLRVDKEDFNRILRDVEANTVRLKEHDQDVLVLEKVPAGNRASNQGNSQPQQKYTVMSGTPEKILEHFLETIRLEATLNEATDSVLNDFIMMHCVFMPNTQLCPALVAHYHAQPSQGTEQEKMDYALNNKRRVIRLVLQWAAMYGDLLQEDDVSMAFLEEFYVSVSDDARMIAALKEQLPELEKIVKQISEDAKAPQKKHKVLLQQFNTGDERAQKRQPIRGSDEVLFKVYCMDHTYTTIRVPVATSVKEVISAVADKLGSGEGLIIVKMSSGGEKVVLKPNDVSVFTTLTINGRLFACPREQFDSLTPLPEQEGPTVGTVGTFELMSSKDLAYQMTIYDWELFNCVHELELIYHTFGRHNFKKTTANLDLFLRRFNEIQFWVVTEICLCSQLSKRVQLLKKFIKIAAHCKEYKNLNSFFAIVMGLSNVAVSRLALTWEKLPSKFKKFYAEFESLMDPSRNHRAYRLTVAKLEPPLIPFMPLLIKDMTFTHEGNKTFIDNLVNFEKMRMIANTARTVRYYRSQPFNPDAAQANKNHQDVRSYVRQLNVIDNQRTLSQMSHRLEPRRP
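Readout is BODIPY fluorescence (480 nm excitation, 540 nm emission), which falls as labeled GDP is exchanged off Rap1B. EPAC2 at 100 nM acted on 250 nM RAP1B-BODIPY-GDP with 50 uM GDP present.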
CCT chaperon mod: High-Throughput Screening for Modulators of Cytosolic Chaperonin Activity. purified chaperonin ATPase assay, HTRF ADP detection, 30 min. activity change, % (test concentration not listed), hits read low. 360,000 tested, 0.3% active; in the data active = activity change below about -30%; note: % is set by controls: 0 for no effect and ±100 for the full control effect
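ATPase activity: ADP formed was measured by HTRF Transcreener (665/615 nm ratio) after 30 min at 37 deg C with 10 uM ATP. Compounds screened at one 76 uM concentration against 40 or 20 nM TRiC in Tris pH 7.4/KCl/MgCl2/DTT buffer.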
EPAC2 antagonist: qHTS for Antagonist of cAMP-regulated guanine nucleotide exchange factor 2 (EPAC2): primary screen; EPAC2 GEF exchange of Rap1B-BODIPY-GDP, fluorescence; Potency, µM (top dose mostly 114 µM), for the others: at the top dose activity, negative = inhibition, usual class: inhibitors; 360,000 tested, 0.18% active; AID 720708, 2013; note: potency is the fitted concentration of half-maximal effect; % is set by controls: 0 for no effect and ±100 for the full control effect; nearly all actives have a fitted effect of over 45% in size; many of its hits are not listed in these tables
pAkt inh: HTS Assay for Inhibitors of Akt Phophorylation: Primary Screen. activity change, % for hits at 50 µM. 360,000 tested, 0.32% active. Neuro2A IGF-stimulated pAkt S473 HTRF, 20 min; stronger effect = lower value; in the data active = activity change below about -80%; inconclusive = mostly about -51% to -80%; note: % is set by controls: 0 for no effect and ±100 for the full control effect
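Neuro2A cells (4,500/well, DMEM with 0.5% FBS) were treated with compound at a single 50 µM final concentration, stimulated with 6 nM IGF for 20 min at 37 °C, and lysed. Phospho-Akt Ser473 was read by HTRF as 665/615 ratio ×10^4.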
Nrf2 block: Nrf2 qHTS screen for inhibitors; A549 ARE-Fluc reporter, luciferase luminescence, 18-24 h; 360,000 tested, 2.1% active; Potency, µM (doses to about 46 µM), inactives show top-dose activity change, negative = inhibition, actives largely listed as inhibitors; note: potency is the fitted concentration of half-maximal effect; % is set by controls: 0 for no effect and ±100 for the full control effect; nearly all actives have a fitted effect of over 60% in size
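Nrf2 activity is the BugLite luminescence, read 15 min after reagent at room temperature, following CellTiter-Fluor cytotoxicity readout (30 min, 37C). Compound titrations were applied for 18-24 h to 5000 A549 ARE_Fluc cells/well in 5% FBS OPTI-MEM.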
TGFb SMAD3 inh: qHTS for Inhibitors of TGF-b; HepG2 CAGA-GFP TGF-b/SMAD3 reporter, GFP fluorescence, 18 h; TGF-beta stimulated, 500 pg/mL final; Potency, µM (titrated, usually from 46.1 µM), for the others: top-dose activity, negative = inhibition, most hits filed as inhibitors; 410,000 tested, 1.2% active; note: potency is the fitted concentration of half-maximal effect; % is set by controls: 0 for no effect and ±100 for the full control effect; nearly all actives have a fitted effect of over 65% in size
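GFP signal (ex488/em500-530) from TGF-beta-stimulated HEPG2 CAGA-GFP cells, 500 pg/mL final, 18 h at 37 degrees C in DMEM plus 1% FBS, normalized to unstimulated and DMSO-stimulated controls.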
A549 tox: Nrf2 qHTS screen for inhibitors: counterscreen for cytotoxicity; AID 504648, 2011; Potency, µM (doses to about 46 µM), inactives show at the highest dose activity change, negative = cytotoxicity, most hits filed as inhibitors; A549 ARE-Fluc cells, CellTiter-Fluor viability, 18-24 h; 390,000 tested, 0.16% active; note: potency is the fitted concentration of half-maximal effect; % is set by controls: 0 for no effect and ±100 for the full control effect
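A549 ARE_Fluc cells in 5% FBS OPTI-MEM were exposed to compounds in concentration-response for 18-24 h at 37 deg C. Viability was read by CellTiter-Fluor fluorescence (Ex 405/Em 525) after 30 min, before the luciferase read.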
Nrf2 ARE act: qHTS of Nrf2 Activators; Potency, µM (top dose mostly 46.1 µM), for inactives: top-dose activation, hits mostly activators; 410,000 tested, 0.31% active; AREc32 ARE-luciferase reporter (MCF7-derived line), luminescence, 24 h; note: potency is the fitted concentration of half-maximal effect; % of control where 0% means no effect; nearly all actives have a fitted effect of over 65% in size
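Cells of the AREc32 ARE-luciferase line are plated in OPTI-MEM containing 5% FBS and left overnight at 37 deg C. Compounds are pinned in, incubation continues 24 hr, and firefly luciferase signal is then measured.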
An asterisk follows results filed as active; i = inactive; ? = inconclusive; / = not tested or not shown; [ ] = remark or other dose. Unless noted, calls come from the whole dose curve; as a rule, active = well fitted curve in the direction sought with a large enough effect; inconclusive = small, poorly fitted or top-dose-only effect, or another doubt; inactive = no such curve, though single readings can be large; an effect the other way counts as inactive or inconclusive. These rows are one share of the data, so the mix of outcomes need not match the whole.

SMILES | Mm-Cpn inhibitor | EPAC2 ag | CCT chaperon mod | EPAC2 antagonist | pAkt inh | Nrf2 block | TGFb SMAD3 inh | A549 tox | Nrf2 ARE act
CCN(CC)c1ccc(Nc2nc(N3CCOCC3)c3ccccc3n2)cc1 | -1% | 8% | 0.7 | -12% | i | 6.5µM* | 10µM* | ? | 3.4%
O=C(O)CN1C(=O)C2(OCCO2)c2cc(Br)ccc21 | / | 5% | 1.3 | 1% | i | 3% | 11% | -1% | -0.5%
COc1cccc(C(O)c2nc(-c3ccc(N(C)C)cc3)cs2)c1 (centres undefined) | / | 12% | 0.1 | -11% | i | / | 5% | / | -0.4%[9.22 µM]
O=c1[nH]c2cc3c(cc2cc1CN(Cc1ccco1)C(=S)NCCCN1CCOCC1)OCCO3 | -3% | -1% | -1.5 | -22% | i | 9% | 22% | -5% | -0.2%
NC(=O)C1CCN(C(=O)COc2ccc3c(c2)oc(=O)c2ccccc23)CC1 | 1% | 7% | -1.7 | 6% | i | -12% | -2% | 0% | 13%
Cc1cc(C)cc(OCC(=O)NNC(=O)C2CCCO2)c1 (centres undefined) | -1% | -1% | -0.4 | 2% | i | ? | -2% | -13% | -0.2%
CN(C)c1ccc(NC(=O)c2ccc3nc[nH]c3c2)cc1 | -4% | -6% | 2.4 | -3% | i | ? | -19% | -7% | 4.6%
CCCS(=O)(=O)N1CCn2c(nc3ccccc32)C1 | 1% | 15% | -1.3 | 1% | i | 1% | -3% | 8% | 0.1%
COc1cccc(/C(O)=C2/C(=O)C(=O)N(Cc3ccco3)C2c2ccncc2)c1 (centres undefined) | ? | -4% | 0.3 | -1% | i | -13% | 5% | -13% | 0.0%
Cc1cccc(NC(=O)c2cc(-c3ccccn3)nc3ccccc23)c1C | -5% | 2% | -3.7 | -5% | i | -25% | -26% | -12% | 0.7%
CCCCn1c(N)c(N(CC(C)C)C(=O)C2CCC2)c(=O)[nH]c1=O | 0% | -1% | 1.0 | 6% | i | 4% | -19% | 0% | -0.3%
Cc1cccc(C(=O)N[C@H](C(=O)NCCc2ccc(Cl)cc2)C(C)C)c1 | -2% | -2% | 0.6 | -1% | i | 23% | -2% | -2% | -0.2%
COc1ccc(CCNC(=O)CCc2c(C)c3cc4c(C)c(C)oc4cc3oc2=O)cc1 | / | / | / | / | / | 1% | -26% | -4% | 4.1%
COc1ccccc1CNC(=O)COC(=O)/C=C/c1ccc(OC(F)F)c(OC)c1 | -1% | -14% | 0.9 | -3% | i | 5% | 0% | 2% | -0.7%
O=C(Nc1nc2ccccc2[nH]1)c1ccc(F)cc1 | 0% | 9% | -3.4 | 3% | i | ? | -14% | 4% | 2.1%
COc1ccc(NC(=O)CN2CCN(S(=O)(=O)c3ccc(F)cc3)CC2)cc1Cl | 1% | 2% | 1.4 | 0% | i | / | 13% | -12% | 0.3%
CCCc1sc(N2CCCC(C(N)=O)C2)nc1-c1ccccc1 (centres undefined) | 1% | -2% | 0.6 | -3% | i | 12% | ? | 25% | 3.9%
COc1ccc(CCNC(=O)C2CC(c3ccc(C(F)(F)F)cc3)=NO2)cc1 (centres undefined) | 0% | -7% | -1.1 | -16% | i | -20% | -14% | -3% | 2.5%
Cc1ccc(NC(=O)C(Cc2ccccc2)N2Cc3ccccc3C2=O)cc1Cl (centres undefined) | / | / | / | / | / | ? | -19% | -8% | 1.1%
Cc1cc(C(=O)OCC(=O)Nc2cc(S(=O)(=O)N(C)C)ccc2C)c2ccccc2n1 | 0% | 17% | -1.5 | -10% | i | -15% | -7% | 2% | -0.7%
COc1ccc(-c2nn(-c3ccccc3)cc2C(=O)N(C)CC(=O)Nc2ccc(N3CCOCC3)cc2)cc1 | -2% | 1% | -1.6 | 11% | i | 13% | -14% | -4% | -0.2%
O=C1NC(=S)NC1=Cc1ccc2c(c1)CCC2 | / | -2% | -0.2 | 0% | i | 23% | -5% | 6% | 3.3%
O=C(NCCN1CCCCC1)c1ccco1 | 0% | 7% | -2.9 | -4% | i | 38% | 26% | -1% | 0.0%
CSc1ccccc1NC(=O)C1CC(c2ccccc2O)=NO1 (centres undefined) | 2% | 1% | -0.1 | 0% | i | ? | -6% | ? | 5.5%
COc1ccccc1-n1cnnc1SCC(=O)NCc1cccs1 | -2% | 2% | 0.3 | 0% | -111%* | -18% | -21% | -18% | -0.6%

The list continues.
SMILES | Mm-Cpn inhibitor | EPAC2 ag | CCT chaperon mod | EPAC2 antagonist | pAkt inh | Nrf2 block | TGFb SMAD3 inh | A549 tox | Nrf2 ARE act
COc1ccc(S(=O)(=O)N(C(=O)c2ccco2)c2cc3sc(=O)oc3c3ccccc23)cc1 | -5% | 19% | -2.2 | -9% | i | -18% | ? | -8% | 4.5%
COc1ccc(CC(=O)Nc2ccc3nc(N4CCCCC4)cc(C)c3c2)cc1 | / | / | / | / | / | 4%[9.27 µM] | ? | 0% | 6.7%
Cc1ccc(S(=O)(=O)NCC2CCC(C(=O)N3CCOCC3)CC2)cc1 (centres undefined) | -1% | 9% | -0.1 | -4% | i | 3% | -12% | 0% | -0.1%
Cc1cc([N+](=O)[O-])ccc1NC(=O)CSc1nnc(C)n1C | -2% | -1% | -1.3 | -2% | i | 1% | 1% | 8% | -0.3%[9.22 µM]
COC(CNC(=O)C(=O)NCC1OCCN1S(=O)(=O)c1ccccc1)OC (centres undefined) | / | 3% | -0.7 | 11% | i | 13% | 5% | 2% | -0.7%
COc1cc(/C=N/NC(=O)c2cc(-c3ccccc3)nc3ccccc23)cc(OC)c1O | -1% | -2% | 1.8 | -8% | i | 4% | 8% | 1% | 3.3%
CCOC(=O)Cn1c(=O)oc2cc(S(=O)(=O)N(CCN(C)C)Cc3ccccc3)ccc21 | 0% | -1% | -2.8 | 11% | i | 5% | 9% | -3% | 0.0%
Fc1ccc(-c2csc(NC(=S)Nc3ccccc3)n2)cc1 | -22% | 12% | -0.6 | 10% | i | ? | -17% | -4% | 5.6%
Cc1ccc2occ(CC(=O)Nc3ccc(Cl)c(C(F)(F)F)c3)c2c1 | / | / | / | / | / | ? | ? | -12% | -0.4%
CC(C)NC(=O)NC(=O)COC(=O)/C=C/c1ccc2c(c1)OCO2 | -1% | 13% | -0.2 | -4% | i | 11% | -1% | -15% | 8.1%
c1ccc(COc2ccc(OCCN3CCCC3)cc2)cc1 | 1% | 11% | -5.3 | -4% | i | ? | 0% | -2% | 2.4%
O=C(C[C@H]1C/C=C\C[C@H](NC(=O)OCC2c3ccccc3-c3ccccc32)C(=O)OC[C@@H]2CCCN2C1=O)NCCO | -1% | 0% | -0.8 | 17% | i | 16% | 9% | -1% | 3.4%
O=C1/C(=C/c2ccccn2)SC(=S)N1N1CCOCC1 | 1% | 2% | 3.1 | 7% | i | 12% | 8% | 1% | 2.9%
O=C(O)CC1(CC(=O)O)Nc2ccccc2SC1=O | / | -2% | -0.1 | 21% | i | 10% | -4% | -1% | -0.6%
COc1cccc(C(=O)Nc2nnc(-c3ccc(Cl)cc3)o2)c1 | 1% | 12% | -0.4 | 5% | i | -23% | -57% | 0% | -2.4%
CCCNC(=O)Nc1cc(OC)c(OC)cc1Cc1nccc2cc(OC)c(OC)cc12 | 1% | 13% | -0.6 | 7% | i | -1% | 2% | 7% | 0.4%
Cc1cc(=O)n2[nH]c(=O)c(N=Nc3ccccc3)c2[nH]1 | -3% | -6% | 1.5 | -1% | i | 6% | 0% | ? | 0.1%
CN(c1ccccc1C(=O)N1CCN(c2ccccc2)CC1)S(C)(=O)=O | 1% | 1% | 2.0 | 5% | i | -6% | 1% | -5% | -0.3%
O=C(N/N=C/C=C\c1ccco1)c1cccs1 | 0% | -3% | 1.2 | 5% | i | ? | ? | 0% | ?
O=C(NCc1n[nH]c(=S)n1-c1cccc(C(F)(F)F)c1)c1ccco1 | -1% | -6% | 1.0 | 0% | i | 9% | -15% | 1% | 3.9%
O=C(OCc1ccccc1F)c1cc2ccccc2cc1O | 0% | 5% | -2.7 | -3% | i | -4% | 3% | -2% | 4.1%
C#CCOCCOCCOCCNc1nc(N2CCN(C(=O)[C@H](CCCCN)n3cc([C@@H](N)[C@H](C)CC)nn3)CC2)nc(N2CCN(C(=O)[C@H](CCC(=O)O)n3cc([C@@H](N)CCSC)nn3)CC2)n1 | 0% | -3% | -1.0 | 17% | i | 8% | 21% | -10% | -0.4%
CCN(C)C1CN(Cc2cn(Cc3ccc(Cl)cc3)nn2)S(=O)(=O)C1 (centres undefined) | / | 3% | -1.6 | 6% | i | / | / | / | -1.2%
Cc1ccc(S(=O)(=O)N2CCOCC2)c(C)c1NS(C)(=O)=O | 1% | 3% | 1.8 | 9% | i | 0% | 4% | 2% | -0.2%

Marked active in pAkt inh, among the entries above:
Molecule | Mm-Cpn inhibitor | EPAC2 ag | CCT chaperon mod | EPAC2 antagonist | pAkt inh | Nrf2 ARE act
COc1ccccc1-n1cnnc1SCC(=O)NCc1cccs1 | -2% | 2% | 0.3 | 0% | -111%* | -0.6%

Sorted by formula weight (falling): three of the compounds above
SMILES | Mm-Cpn inhibitor | EPAC2 ag | CCT chaperon mod | EPAC2 antagonist | pAkt inh | Nrf2 block | TGFb SMAD3 inh | A549 tox | Nrf2 ARE act
COc1ccc(CC(=O)Nc2ccc3nc(N4CCCCC4)cc(C)c3c2)cc1 | / | / | / | / | / | 4%[9.27 µM] | ? | 0% | 6.7%
O=C(O)CC1(CC(=O)O)Nc2ccccc2SC1=O | / | -2% | -0.1 | 21% | i | 10% | -4% | -1% | -0.6%
O=C(N/N=C/C=C\c1ccco1)c1cccs1 | 0% | -3% | 1.2 | 5% | i | ? | ? | 0% | ?
